Glyco luc inh = N-linked glycosylation inhibition. D54 ERlucT glycosylation luciferase reporter, 24 h; percent of 100 nM tunicamycin response. reporter increase, % at 12.5 µM. 0.23% of 360,000 active. AID 588692;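 active means mean luciferase reporter signal, scaled so untreated is 0 and the glycosylation-blocking control 100, at or above a set limit in every replicate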;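 further: luciferase carries N-glycosylation sites so blocking glycosylation raises the light; 0% = median of neutral control wells and 100% = median of 100 nM tunicamycin wells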
HTR2A ag = activates the mouse 5-HT2A serotonin receptor; P35363; CHO-K1 mHTR2A beta-arrestin complementation, luminescence; percent of 30 µM serotonin response; 0.66% of 360,000 active; activation, % at 7.6 µM;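 active means activation above a run cutoff, the mean activation of all tested compounds plus 3 SD, cut at about 14% in these data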;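 further: 0% = plate median of compound wells and 100% = 30 µM serotonin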
NCOA2 inhibitor = human SRC2 (NCOA2) inhibition. Q15596. HEK293 GAL4-SRC2 luciferase reporter, luminescence. inhibition, % at 9 µM. 0.17% of 370,000 active;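 active means inhibition above the mean inhibition of all tested compounds plus 3 SD, set per campaign, cut at about 52% in these data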;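 further: 0% = DMSO treated cells and 100% = cells given Gossypol at 36 µM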
MC4R antag cAMP = antagonists of human melanocortin 4 receptor (MC4R). MC4R-expressing cells, MTII-stimulated cAMP, LANCE TR-FRET. P32245. AID 540295. 0.48% of 360,000 active. inhibition, % at 6.5 µM;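 active means inhibition above its plate's cutoff, the mean of tested wells on that plate plus 3 SD, cut at about 29% in these data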;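 further: 0% = Melanotan II alone and 100% = Melanotan II plus saturating MCL0020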
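material = U2OS cells stably expressing human melanocortin 4 receptor (MC4R) | also added = Melanotan II challenge | dosing = single nominal compound dose of 6.5 µM | detection = TR-FRET with Eu-cAMP and labeled anti-cAMP, 671 nm | replication = singlicate | timing = compound 30 min, challenge 1 h, detection 1 h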
ABHD5 PLIN5 PPI = blocks binding of human ABHD5 to perilipin-5 | inhibition, % at 4 µM | 0.78% of 360,000 active | Q00G26+Q8WTS1 | Split G. princeps luciferase complementation, luminescence, 4 h;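 active means inhibition above the mean inhibition across every tested compound plus 3 SD, cut at about 22% in these data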;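 further: 0% = DMSO only wells and the 100% control is not disclosed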
H9c2 protect = myocardial damage modulation in H9c2 cells. H9c2 cardiomyocytes, H2O2 injury protection, ATPLite, 2 h. protection from H2O2 cell death, % at 20 µM. 0.63% of 360,000 active. AID 588492;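 active means compounds giving at least 50% protection of heart cells from peroxide-induced death in the single-dose screen, raw or plate-pattern-corrected value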;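 further: 0% = DMSO wells with peroxide and 100% = DMSO wells without peroxide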
MC4R ag barr = agonists of human melanocortin 4 receptor (MC4R) beta-arrestin. U2OS MC4R beta-arrestin complementation, luminescence; percent of melanotan II response, DMSO zero. activation, % at 8.9 µM. 0.98% of 360,000 active;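 active means activation above a per-plate cutoff, the mean activation of sample wells on that plate plus 3 SD, cut at about 8% in these data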
ABCB6 inh MLPCN = human ABCB6 transporter inhibition | K562-ABCB6 porphyrin accumulation, flow cytometry, 1 h; stronger effect = lower value | fluorescence ratio to DMSO, % at 10 µM | 0.19% of 360,000 active | AID 602162;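 active means fluorescence ratio to DMSO below 75%, the collection mean minus 3 SD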;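 further: signal is porphyrin accumulated inside mitochondria; 100% equals median channel fluorescence of DMSO control wells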
TLR9-MyD88 inh = TLR9-MyD88 interaction inhibition | Q9NR96+Q99836 | CHO BLA complementation TLR9-MyD88, CCF4 FRET ratio | inhibition, % at 4.98 µM | 0.21% of 340,000 active;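 active means inhibition above the mean over all tested compounds plus 3 SD, cut at about 21% in these data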;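 further: 0% = DMSO only wells and 100% = clavulanate BLA inhibitor control wells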
NOD2-RIPK2 inh = blocks binding of human NOD2 to RIPK2 | O43353 | CHO BLA complementation NOD2-RIPK2, CCF4 ratio | inhibition, % at 4.98 µM | 0.38% of 360,000 active | AID 624267; in the data active means inhibition above about 21%;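 further: 0% = vehicle only and 100% = reference blocker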
The depositor's hits bear a star.

`Cc1ccccc1CNS(=O)(=O)c1ccc2c(c1)OCCO2` gave Glyco luc inh -1, HTR2A ag -2, NCOA2 inhibitor 14, MC4R antag cAMP -1, ABHD5 PLIN5 PPI -1, H9c2 protect -4, MC4R ag barr -0.5, ABCB6 inh MLPCN 95, TLR9-MyD88 inh 11 and NOD2-RIPK2 inh 1.
`CN(C)CCC(=O)N1C/C(=C/c2ccccc2)C(=O)/C(=C\c2ccccc2)C1` gave Glyco luc inh -14, HTR2A ag -6, NCOA2 inhibitor 64*, MC4R antag cAMP 1, ABHD5 PLIN5 PPI 96*, H9c2 protect -17, MC4R ag barr -3.3, ABCB6 inh MLPCN 99, TLR9-MyD88 inh 3 and NOD2-RIPK2 inh 61*.
For COC(=O)CCCNC(=O)CC1C(=O)NCCN1Cc1ccoc1 (stereo not given) the results were Glyco luc inh 0, HTR2A ag 3, NCOA2 inhibitor 5, MC4R antag cAMP -6, ABHD5 PLIN5 PPI 3, H9c2 protect -3, MC4R ag barr -1.2, ABCB6 inh MLPCN 98, TLR9-MyD88 inh 4 and NOD2-RIPK2 inh -4.
`Cc1c(C(=O)Nc2ccc3c(c2)OCO3)oc2ccccc12` gave Glyco luc inh -5, HTR2A ag -2, NCOA2 inhibitor -60, MC4R antag cAMP -8, ABHD5 PLIN5 PPI 15, H9c2 protect -11, MC4R ag barr 4.2, ABCB6 inh MLPCN 100, TLR9-MyD88 inh 8 and NOD2-RIPK2 inh -6.
`COc1ccc(-n2nc(C(=O)NCC(=O)NCC3CCCO3)c3ccccc3c2=O)cc1Cl` (stereo not given) gave Glyco luc inh 2, HTR2A ag 5, NCOA2 inhibitor -4, MC4R antag cAMP 1, ABHD5 PLIN5 PPI 4, H9c2 protect 10, MC4R ag barr -2.9, ABCB6 inh MLPCN 94, TLR9-MyD88 inh 2 and NOD2-RIPK2 inh 0.
Cc1nc2ccc(N=NC3=C(O)CC(C)(C)CC3=O)cc2s1 was read as Glyco luc inh -6, HTR2A ag -2, NCOA2 inhibitor -27, MC4R antag cAMP -9, ABHD5 PLIN5 PPI 2, H9c2 protect 12, MC4R ag barr -0.2, ABCB6 inh MLPCN 95, TLR9-MyD88 inh 13 and NOD2-RIPK2 inh -9.
CCCS/C(N)=N/N=C/c1ccccc1O was read as Glyco luc inh 1, HTR2A ag 4, NCOA2 inhibitor -17, MC4R antag cAMP -4, ABHD5 PLIN5 PPI 1, H9c2 protect 3, MC4R ag barr -0.5, ABCB6 inh MLPCN 103, TLR9-MyD88 inh 3 and NOD2-RIPK2 inh -15.
CC(=O)c1c(C(C)=O)c(C)n(NC(=O)c2ccccc2Cl)c1C was read as Glyco luc inh -1, HTR2A ag -3, NCOA2 inhibitor -2, MC4R antag cAMP 0, ABHD5 PLIN5 PPI 3, H9c2 protect 0, MC4R ag barr -1.9, ABCB6 inh MLPCN 98, TLR9-MyD88 inh 0 and NOD2-RIPK2 inh 6.
For CC1CC(OC(=O)C(O)c2ccccc2)CC(C)(C)N1C (stereo not given) the results were Glyco luc inh 2, HTR2A ag 4, NCOA2 inhibitor -11, MC4R antag cAMP 5, ABHD5 PLIN5 PPI -3, H9c2 protect 5, MC4R ag barr -1.2, ABCB6 inh MLPCN 154, TLR9-MyD88 inh 13 and NOD2-RIPK2 inh -3.
For NC(=S)N/N=C/c1coc2cc(Cl)ccc2c1=O the results were Glyco luc inh 2, HTR2A ag 0, NCOA2 inhibitor 3, MC4R antag cAMP 3, ABHD5 PLIN5 PPI -5, H9c2 protect 0, MC4R ag barr -1.4, ABCB6 inh MLPCN 101, TLR9-MyD88 inh 1 and NOD2-RIPK2 inh 0.
CCCC(C)NC(=O)COC(=O)c1cc(Br)c(Br)s1 (stereo not given) was read as Glyco luc inh 1, HTR2A ag 0, NCOA2 inhibitor -43, MC4R antag cAMP -2, ABHD5 PLIN5 PPI 2, H9c2 protect 4, MC4R ag barr -0.4, ABCB6 inh MLPCN 94, TLR9-MyD88 inh -2 and NOD2-RIPK2 inh -5.
Cc1cccc2cc(CN(Cc3ccco3)C(=O)Nc3cccc(C#N)c3)c(Cl)nc12 was read as Glyco luc inh -7, HTR2A ag -1, NCOA2 inhibitor 21, MC4R antag cAMP 1, ABHD5 PLIN5 PPI 2, H9c2 protect -2, MC4R ag barr -0.6, ABCB6 inh MLPCN 93, TLR9-MyD88 inh -4 and NOD2-RIPK2 inh -7.
Screening CC(=O)N1c2ccc(S(=O)(=O)N(C)CC(=O)Nc3ccccc3C)cc2CC1C (stereo not given) returned Glyco luc inh 0, HTR2A ag 4, NCOA2 inhibitor -3, MC4R antag cAMP 4, ABHD5 PLIN5 PPI 6, H9c2 protect -3, MC4R ag barr 0.6, ABCB6 inh MLPCN 100, TLR9-MyD88 inh -6 and NOD2-RIPK2 inh -11.
`CCC(=O)N1CCC(C(N)=O)(N2CCCCC2)CC1` gave Glyco luc inh 1, HTR2A ag -1, NCOA2 inhibitor -12, MC4R antag cAMP -2, ABHD5 PLIN5 PPI -2, H9c2 protect -1, MC4R ag barr -2.3, ABCB6 inh MLPCN 98, TLR9-MyD88 inh -2 and NOD2-RIPK2 inh 0.
Cc1cc2c(cc1C)-n1nnnc1C(N1CCN(c3ccccn3)CC1)C(c1ccc3c(c1)OCO3)=N2 (stereo not given) was read as HTR2A ag 8, NCOA2 inhibitor -43, ABHD5 PLIN5 PPI -2 and NOD2-RIPK2 inh 2.
`OCc1nc2ccccc2n1C/C=C/c1ccccc1` gave Glyco luc inh -2, HTR2A ag 0, NCOA2 inhibitor -35, MC4R antag cAMP -2, ABHD5 PLIN5 PPI -1, H9c2 protect -1, MC4R ag barr -0.6, ABCB6 inh MLPCN 93, TLR9-MyD88 inh -8 and NOD2-RIPK2 inh -13.
Screening COc1ccccc1CNC(=O)C(=O)NCC1OCCN1S(=O)(=O)c1cccs1 (stereo not given) returned Glyco luc inh -1, HTR2A ag 2, NCOA2 inhibitor 19, MC4R antag cAMP 6, ABHD5 PLIN5 PPI 1, H9c2 protect 10, MC4R ag barr 2.5, ABCB6 inh MLPCN 101, TLR9-MyD88 inh -13 and NOD2-RIPK2 inh -11.
COCCNC(=O)C1(C)CCCN(C(=O)c2ccc3snnc3c2)C1 (stereo not given) was read as Glyco luc inh -1, HTR2A ag 10, NCOA2 inhibitor -4, MC4R antag cAMP 3, ABHD5 PLIN5 PPI 2, H9c2 protect 4, MC4R ag barr -2.5, ABCB6 inh MLPCN 85 and NOD2-RIPK2 inh -6.
For CCOCCCNS(=O)(=O)c1ccc2c(c1)oc(=O)n2CC(=O)OCC the results were Glyco luc inh 2, HTR2A ag 3, NCOA2 inhibitor -7, MC4R antag cAMP 13, ABHD5 PLIN5 PPI -4, H9c2 protect 2, MC4R ag barr -0.5, ABCB6 inh MLPCN 103, TLR9-MyD88 inh -4 and NOD2-RIPK2 inh 7.
Screening C=CS(=O)(=O)N(Cc1ccc(Cl)c(Cl)c1)C[C@@H](O)CO returned Glyco luc inh 5, HTR2A ag 1, MC4R antag cAMP 4, ABHD5 PLIN5 PPI 3, H9c2 protect 7, MC4R ag barr -1.0, ABCB6 inh MLPCN 105, TLR9-MyD88 inh 0 and NOD2-RIPK2 inh 7.
`Cc1cc(C)cc(N(CC(=O)Nc2c(C)n(C)n(-c3ccccc3)c2=O)S(C)(=O)=O)c1` gave Glyco luc inh 3, HTR2A ag -3, NCOA2 inhibitor 12, MC4R antag cAMP 3, ABHD5 PLIN5 PPI 2, H9c2 protect 9, MC4R ag barr -2.2, ABCB6 inh MLPCN 100, TLR9-MyD88 inh 3 and NOD2-RIPK2 inh 6.
For Cn1cccc1Cc1nnc(SCC(=O)N2CCCCCC2)n1-c1ccc(F)cc1 the results were Glyco luc inh -1, HTR2A ag 0, NCOA2 inhibitor 4, MC4R antag cAMP 9, ABHD5 PLIN5 PPI 6, H9c2 protect 18, MC4R ag barr -1.4, ABCB6 inh MLPCN 103, TLR9-MyD88 inh -2 and NOD2-RIPK2 inh -1.
Cc1cc(C)nc(N2CCC(C(=O)NNC(=O)Cc3ccccc3)CC2)n1 was read as Glyco luc inh -1, HTR2A ag -3, NCOA2 inhibitor 0, MC4R antag cAMP 23, ABHD5 PLIN5 PPI 0, H9c2 protect -2, MC4R ag barr 0.1, ABCB6 inh MLPCN 96, TLR9-MyD88 inh -2 and NOD2-RIPK2 inh -12.
`CCN(CC)S(=O)(=O)c1ccc2c(c1)c(=O)c(C(=O)N1CCN(c3ccccc3)CC1)cn2C` gave Glyco luc inh 2, HTR2A ag 0, NCOA2 inhibitor 1, MC4R antag cAMP 0, ABHD5 PLIN5 PPI 6, H9c2 protect 1, MC4R ag barr 1.3, ABCB6 inh MLPCN 99, TLR9-MyD88 inh -3 and NOD2-RIPK2 inh 1.
`NS(=O)(=O)c1ccc(CCNC(=O)COC(=O)CCc2ccccc2)cc1` gave Glyco luc inh -1, HTR2A ag 0, NCOA2 inhibitor 9, MC4R antag cAMP 4, ABHD5 PLIN5 PPI -4, H9c2 protect 2, MC4R ag barr -4.5, ABCB6 inh MLPCN 104, TLR9-MyD88 inh -1 and NOD2-RIPK2 inh -9.
Screening O=S(=O)(NCCSc1nnnn1-c1ccccc1)c1cccs1 returned Glyco luc inh -4, HTR2A ag -5, NCOA2 inhibitor -41, MC4R antag cAMP 0, ABHD5 PLIN5 PPI -5, H9c2 protect 10, MC4R ag barr 1.4, ABCB6 inh MLPCN 98, TLR9-MyD88 inh 2 and NOD2-RIPK2 inh -5.
Screening c1ccc(-n2ncc3c(N4CCCCC4)ncnc32)cc1 returned Glyco luc inh -19, HTR2A ag 5, NCOA2 inhibitor 9, MC4R antag cAMP 6, ABHD5 PLIN5 PPI -6, H9c2 protect -14, MC4R ag barr 0.1, ABCB6 inh MLPCN 102, TLR9-MyD88 inh -5 and NOD2-RIPK2 inh -5.
CCC1=NN(C(=O)C(=O)Nc2ccccc2OC)C(O)(C(F)(F)F)C1 (stereo not given) was read as Glyco luc inh 4, HTR2A ag -6, NCOA2 inhibitor -20, MC4R antag cAMP 3, ABHD5 PLIN5 PPI 0, H9c2 protect -6, MC4R ag barr -2.2, ABCB6 inh MLPCN 95, TLR9-MyD88 inh 5 and NOD2-RIPK2 inh -2.
`COc1ccccc1N1CCN(Cc2nc(N)nc(Nc3ccccc3)n2)CC1` gave Glyco luc inh 1, HTR2A ag -5, NCOA2 inhibitor -7, MC4R antag cAMP 10, ABHD5 PLIN5 PPI 9, H9c2 protect -5, MC4R ag barr -0.2, ABCB6 inh MLPCN 98, TLR9-MyD88 inh -1 and NOD2-RIPK2 inh 2.
For O=C(O)/C=C/c1cccc(NC(=O)c2ccccc2)c1 the results were Glyco luc inh 0, HTR2A ag 3, NCOA2 inhibitor 1, MC4R antag cAMP 21, ABHD5 PLIN5 PPI 0, H9c2 protect 0, MC4R ag barr -2.0, ABCB6 inh MLPCN 96, TLR9-MyD88 inh -2 and NOD2-RIPK2 inh -4.

Some of the compounds tested. The share of hits here may be higher or lower than overall.
